From PubChem BioAssay
RT RNaseH block: HIV-1 RT RNase H inhibitors, primary screen, biochemical, fluorescence. RT-RNase H RNA/DNA duplex cleavage. AID 565, 2006. 65,000 compounds, 1.9% hits. inhibition, % at 10 µM; in the data active = inhibition above about 50%
RmlC RmlD mix: RmlC and RmlD coupled enzyme inhibitors, primary screen, biochemical, 384-well, compound mixtures, retest; 110,000 compounds, 0.39% hits; RmlC/RmlD coupled enzyme inhibition, 384-well mixture HTS; inhibition, % at 5.5 µM; in the data active = inhibition above about 30%, passing the limit was not always enough; note: strong numbers were not always called active
* hit, by the source's call; x = no result given. Not all compounds are listed, so the mix of outcomes need not match the whole.

The opening 5 entries, to show the layout:
SMILES | RT RNaseH block | RmlC RmlD mix
CS(=O)(=O)N1CCC(c2noc(-c3ccc(C(F)(F)F)cc3)n2)CC1 | -18.2 | -4.1
Cc1cc(C)cc(Oc2coc3cc(OC(=O)c4cccs4)ccc3c2=O)c1 | x | -6.1
CCCS(=O)(=O)NCc1ccc2c(c1)cc(C)n2C | -2.9 | x
CCOc1c(P(=S)(N(C)C)N(C)C)c(C)nn1-c1ccccc1 | -5.0 | 5.3
O=C(NCCc1cn2ccsc2n1)c1cccs1 | -19.0 | -12.2

The list itself (from the top)
SMILES | RT RNaseH block | RmlC RmlD mix
CS(=O)(=O)N1CCC(c2noc(-c3ccc(C(F)(F)F)cc3)n2)CC1 | -18.2 | -4.1
Cc1cc(C)cc(Oc2coc3cc(OC(=O)c4cccs4)ccc3c2=O)c1 | x | -6.1
CCCS(=O)(=O)NCc1ccc2c(c1)cc(C)n2C | -2.9 | x
CCOc1c(P(=S)(N(C)C)N(C)C)c(C)nn1-c1ccccc1 | -5.0 | 5.3
O=C(NCCc1cn2ccsc2n1)c1cccs1 | -19.0 | -12.2
Cc1ccc(S(=O)(=O)N/N=C/C(C)(C)CO)cc1 | x | 2.2
O=C(NCc1cccnc1)c1ccc(=O)oc1 | -7.0 | 9.6
CCOC(=O)c1c(NCC(C)C)c2ccccc2[nH]c1=O | x | 15.7
CC(C)(NO)/C(=N\O)c1ccccc1 | x | -19.1
CCCc1nc(SCC(=O)c2ccccc2)c2c(=O)n(C)c(=O)n(C)c2n1 | x | -10.0
O=C1NC(=O)C(c2cn(-c3ccccc3)nc2-c2ccc(F)cc2)N1 (centres undefined) | 2.1 | -14.9
COCCCNC(=O)c1cccs1 | x | 2.7
CC(C)NC(=O)Cn1c(=O)c2c(ncn2Cc2ccccc2)n(Cc2ccccc2)c1=O | x | 0.6
C[C@H](NC(=O)OCc1ccccc1)C(=O)NNC(=O)[C@H](C)NC(=O)OCc1ccccc1 | x | 0.2
Cc1ccc(Cn2c(=O)c3c(nc4n3CCCN4Cc3ccccc3)n(C)c2=O)cc1 | 3.0 | -12.5
COc1ccc(-n2nc3c(c2NC(=O)C2CC2)CS(=O)C3)cc1 (centres undefined) | -3.5 | x
O=C(N/C(=C/c1ccco1)C(=O)N1CCCCC1)c1cccs1 | x | 8.4
CCOc1ccc2oc(-c3ccccc3)c(C(=O)N3CCN(CCO)CC3)c2c1 | -7.5 | 95.6
Cc1ccccc1C(=O)N1CCN(c2ccc(NC(=O)CSc3ccc(Cl)cc3)cc2)CC1 | x | 1.9
CO/N=C(\CS(=O)(=O)Cc1ccc(OC)cc1)c1ccc(Cl)cc1 | x | 6.3
Nc1ncnc2c1nc(Br)n2[C@@H]1O[C@@H]2COP(=O)(O)O[C@H]2[C@H]1O | x | -13.1
CCn1c(C(=O)N2CCC(C(=O)N3CCC4(CC3)OCCO4)CC2)cc2sccc21 | 2.0 | 0.5
Cc1nnc(SCCC#N)n(CCC#N)c1=O | 1.5 | -3.0
CN(C)c1ccc(/C=[N+](\[O-])C(C)(C)/C=N/O)cc1 | -8.3 | -1.1
CC(C)C(=O)N1CCN(c2ccc(NC(=O)c3ccc4c(c3)OCCO4)cc2Cl)CC1 | x | -7.0

(listing goes on)
SMILES | RT RNaseH block | RmlC RmlD mix
CN(Cc1nc(-c2cccnc2)no1)S(=O)(=O)c1ccccc1 | -20.1 | -12.0
FC(F)(F)c1cccc(N2CCN(C(=S)NC3CCCC3)CC2)c1 | x | -11.9
O=C(NCc1ccco1)/C(=C/c1cccnc1)NC(=O)c1cccc(Br)c1 | x | -12.2
Cc1nn2cc(-c3ccccc3)nc2s1 | -7.0 | x
CC12CCC(C(=O)O)(c3nc(C#N)c(C#N)nc31)C2(C)C (centres undefined) | -3.8 | -81.5
CC12CCCCN1CCCc1c2[nH]c2ccccc12 (centres undefined) | -0.4 | -9.1
Cc1ccc2c(CC(=O)Nc3nc(C)cs3)coc2c1 | -2.1 | -6.3
O=C(Cn1ccc2ccccc2c1=O)N1CCN(Cc2ccc3c(c2)OCO3)CC1 | -15.1 | 3.5
CCOC(=O)c1[nH]c2ccc(OC)cc2c1NC(=O)CCN1CCC(C)CC1 | -7.6 | -1.0
COc1cccc(NC(=O)CSc2nccn2-c2cccc(OC)c2)c1 | -36.3 | -12.6
O=C(COC(=O)c1ccccn1)Nc1c(Cl)cccc1Cl | -11.4 | -10.0
CCOC(=O)c1c(C)[nH]c(C)c1C(=O)Cn1nnc(-c2ccccc2C)n1 | -4.5 | -19.8
O=C(CCNS(=O)(=O)c1ccc(Br)s1)N1CCCCC1 | -41.7 | -14.8
CCOC(=O)C1CCCN(C(=O)Cc2ccc(Cl)cc2)C1 (centres undefined) | x | -13.7
Cc1ccc(/C(O)=C2/C(=O)C(=O)N(Cc3cccnc3)C2c2ccccn2)cc1 (centres undefined) | -6.3 | 4.4
c1ccc(-c2noc(-c3cccnc3)n2)cc1 | -28.6 | -9.8
COc1ccc(N2CCN(C(=O)CSc3ncccc3-c3nc4ccccc4[nH]3)CC2)cc1 | -3.1 | 13.8
O=C(CSCC(=O)N1CCCCC1)Nc1nc(-c2ccccc2)c(-c2ccccc2)s1 | x | 7.3
Nc1nc(SCCOc2ccccc2)n[nH]1 | -10.3 | -10.2
Cc1nnc(SCC(=O)N2CCN(S(=O)(=O)c3ccc(Cl)cc3)CC2)n(N)c1=O | -1.1 | 11.5
CC(=O)NCCc1ccc(S(=O)(=O)N2CCCC2)cc1 | -1.3 | x
O=C1C2C3CCCC3=C3CCCC3C2C(=O)N1c1ccc(Cl)cc1 (centres undefined) | -0.2 | 6.0
COCC(C)n1c(C)cc(C(=O)Cn2c(=O)oc3ccccc32)c1C (centres undefined) | -3.7 | x
Cc1c(C(=O)N2CCCCC2)sc(N)c1C#N | -19.4 | -12.6
COc1ccc(CNCc2ccco2)cc1OCc1ccccc1 | x | -13.3

Some of the entries so far, with two lines to a compound:
The line under a structure holds: RT RNaseH block | RmlC RmlD mix
- COc1cccc(NC(=O)CSc2nccn2-c2cccc(OC)c2)c1
 : -36.3 | -12.6
- CC12CCC(C(=O)O)(c3nc(C#N)c(C#N)nc31)C2(C)C (centres undefined)
 : -3.8 | -81.5

Given with values under each structure: 3 of the compounds above.
The line under a structure holds: RT RNaseH block	RmlC RmlD mix
Cc1ccc2c(CC(=O)Nc3nc(C)cs3)coc2c1
→ -2.1	-6.3
O=C(Cn1ccc2ccccc2c1=O)N1CCN(Cc2ccc3c(c2)OCO3)CC1
→ -15.1	3.5
CCOC(=O)c1[nH]c2ccc(OC)cc2c1NC(=O)CCN1CCC(C)CC1
→ -7.6	-1.0

(cont.)
SMILES | RT RNaseH block | RmlC RmlD mix
CSc1nc(-c2ccccc2)ccc1C(N)=O | -3.9 | 5.4
Cc1cc(=O)oc2cc(OCC3CC(c4ccc(N(C)C)cc4)=NO3)ccc12 (centres undefined) | 4.7 | 5.5
N#CCC(=O)NN=C1CCCCCCCCCCC1 | x | -16.8
O=C(NN=C1c2ccccc2-c2ccccc21)c1ccccc1Br | x | -8.0
CCCC(=O)C1=C(c2ccccc2)C(C#N)(C#N)C(C#N)=C1N | 47.2 | 9.3
CCc1nnc(N/N=C/c2c(Cl)cccc2Cl)n1N | x | -2.6
Cc1ccc2nc(-c3ccccc3)cc(C(=O)NCCCn3ccnc3)c2c1 | x | -10.1
CC1CN(C2CCN(S(=O)(=O)c3ccc(F)cc3)CC2)CC(C)O1 (centres undefined) | x | -3.9
Cc1c(/C(O)=C2\C(=O)C(=O)N(CCN(C)C)C2c2cccnc2)cnn1-c1ccccc1 (centres undefined) | -3.3 | -9.5
CCC(C)(C)n1nnnc1C(c1ccccn1)N1CCN(c2cccc(OC)c2)CC1 (centres undefined) | x | -13.9
O=C(CCSc1ccc(Cl)cc1)N1CCN(c2ncccn2)CC1 | -13.3 | -9.4
C=C(C)COc1ccc(-c2nc(N)ncc2Oc2ccccc2OCC)c(O)c1 | -16.6 | 7.7
C=CCNC(=O)c1ccc(N(CC=C)S(C)(=O)=O)cc1 | x | -14.2
CS(=O)(=O)N1CCCC(C(=O)NC2CCCCCCC2)C1 (centres undefined) | -1.4 | -7.3
O=S(=O)(c1cc(Cl)ccc1Cl)N1CCN(Cc2ccc3c(c2)OCO3)CC1 | -59.3 | 9.5
COc1cc2[nH]c(=O)n(CCC(=O)NC3CCN(Cc4ccccc4)CC3)c(=O)c2cc1OC | x | 5.9
CN(C)c1ccc(-c2cccc(C3CC=CC4C3C(=O)N(Cc3ccccc3)C4c3ccc(C(F)(F)F)cc3)c2)cc1 (centres undefined) | x | -6.6
CCOC(=O)CSc1cc(=O)n(C)c2cc(Cl)ccc12 | 4.1 | x
COc1cccc(Oc2cn[nH]c2-c2ccc(OC)cc2O)c1 | -25.0 | 3.8
O=C(O)CSc1nnnn1-c1ccc2c(c1)OCCO2 | x | -71.1
CCOC(=O)CN1C(=O)C(Sc2n[nH]c(-c3cccc(C)c3)n2)CCc2ccccc21 (centres undefined) | x | 2.9
CCCn1c(=O)c(Cc2ccccc2)c(O)c2ccccc21 | -8.0 | 18.8
O=C(O)[C@@H]1CCCN1c1ncnc2sc3c(c12)CCC3 | -3.4 | 13.9
COC(=O)c1ccc(C(NC(=O)OCc2ccccc2)/C(F)=C/[C@@H](C)C(=O)NCc2ccc(-c3ccccc3)cc2)cc1 (some centres undefined) | x | 5.9
COC(=O)c1cc(Br)ccc1OC(=O)c1cccnc1 | -17.6 | 4.4

(listing goes on)
SMILES | RT RNaseH block | RmlC RmlD mix
CCOc1ccc(CCNC(=O)C2=C(C)C(=O)OC23CCC(C)CC3)cc1 (centres undefined) | x | 3.4
COc1ccc(Oc2coc3cc(OC(=O)N4CCOCC4)ccc3c2=O)cc1 | 7.8 | -3.1
COc1ccc(-c2noc(CCC(=O)Nc3cc(OC)ccc3OC)n2)cc1 | -21.2 | 2.3
CCOC(=O)C1CCCN(Cc2c(Cl)cccc2Cl)C1 (centres undefined) | -29.6 | 10.2
N#Cc1nc(-c2cccs2)oc1NCc1ccco1 | -56.5 | -99.8
COc1ccc(CNc2ccc3c(c2)ncn3-c2ccccc2OC)cc1 | x | -41.7
O=C(NCc1ccc(Cl)cc1)c1noc2c1CCCCC2 | -5.3 | -17.4
COC(=O)c1ccccc1NC(=O)COC(=O)c1cccnc1 | -8.7 | 9.1
C=CCN(CC=C)CC(O)Cn1c2ccccc2c2ccccc21 (centres undefined) | -4.9 | -12.0
c1ccc(-c2nn3c(C4CCCCC4)nnc3s2)nc1 | -11.2 | -12.6
CNC(=O)Nc1ccccc1C(=O)NCc1ccccc1 | -4.2 | -7.8
CCC(C)NS(=O)(=O)c1ccc(OC)c(Cl)c1Cl (centres undefined) | x | -0.4
CCOC(=O)N1CCN(C2CC(=O)N(c3ccc(Oc4ccccc4)cc3)C2=O)CC1 (centres undefined) | x | 5.4
CC1CN(C(=O)CSc2nnc(-c3ccc(Cl)cc3)n2C)CC(C)O1 (centres undefined) | -2.1 | 1.2
CCOc1ccc(N2C(=O)CC(N3CCN(C4CCc5ccccc5C4)CC3)C2=O)cc1 (centres undefined) | -10.2 | -7.2
Cc1ccc(C(=O)C2CCN(CC(=O)Nc3nc(C)cs3)CC2)cc1 | x | -0.2
CC(C)OC(=O)c1ccc(NC(=O)c2ccco2)cc1 | x | -8.9
CCOC(=O)CSc1ncc(-c2cccc(Cl)c2)cn1 | x | 10.3
O=C(c1ccncc1)N1CCN(C(=O)c2ccncc2)CC1 | -11.5 | 5.1
COC(=O)NCC1(C)CC(NC(=O)OC)CC(C)(C)C1 (centres undefined) | 3.1 | 46.7
C=CCOc1c(Br)cc(C2NC(=O)NC(C)=C2C(C)=O)cc1OCC (centres undefined) | x | -9.7
C=CCOC(=O)C1=C[C@@H](c2coc3ccccc3c2=O)C[C@@H](OCc2ccc(CO)cc2)O1 | x | 9.7
Cc1nc2ccc(NC(=O)c3sccc3C)cc2s1 | x | -4.5
O=S(=O)(NCc1ccccc1)c1ccc(S(=O)(=O)N(Cc2ccccn2)Cc2ccco2)cc1 | -1.5 | 0.1
CCO[C@@H]1OC(C(=O)NCc2nc3ccccc3[nH]2)=C[C@H](C2CC2)[C@H]1CCCO | x | 4.9

Entries of single compounds from above. Screens in order: RT RNaseH block, RmlC RmlD mix
`C=CCN(CC=C)CC(O)Cn1c2ccccc2c2ccccc21` (centres undefined) is entered as -4.9, -12.0
`O=C(NCc1ccc(Cl)cc1)c1noc2c1CCCCC2` is entered as -5.3, -17.4
`CCOC(=O)C1CCCN(Cc2c(Cl)cccc2Cl)C1` (centres undefined) is entered as -29.6, 10.2
`CCOC(=O)N1CCN(C2CC(=O)N(c3ccc(Oc4ccccc4)cc3)C2=O)CC1` (centres undefined) is entered as x, 5.4

Remaining list, next part.
SMILES | RT RNaseH block | RmlC RmlD mix
CCS(=O)(=O)N1CCCC(C(=O)NC2CCCCC2)C1 (centres undefined) | -11.8 | x
CC(C)Cc1ccc(C(C)C(=O)N2CCOCC2)cc1 (centres undefined) | -10.1 | -6.5
CC(C(=O)NCC1CCCO1)n1cccc1C(=O)c1ccccc1 (centres undefined) | -8.2 | 10.1
COc1ccc(S(=O)(=O)N2CC(C)N(S(=O)(=O)c3ccc(OC)cc3)CC2C)cc1 (centres undefined) | -2.6 | -6.7
Cc1ccc(-c2nn(CC(=O)N(C)C)c(=O)c3ccccc23)cc1S(=O)(=O)N(C)C | x | -20.4
COC(=O)Cc1[nH]nc2c1C1(CCSCC1)C(C#N)=C(N)O2 | -1.9 | 0.5
CC(=O)Nc1ccc(S(=O)(=O)N(C)CC(=O)NC2=NCCS2)cc1 | -8.3 | 6.0
CCCCN1C(=O)/C(=C2/C=CC=CN2C)SC1=S | x | -8.6
COc1cc(OC)cc(-c2cc3nc(C)c(CCC(=O)O)c(C)n3n2)c1 | -1.7 | 8.7
CCO/C(C)=N/n1c2nc3ccccc3nc2c2c(=O)n(Cc3ccccc3Cl)c(C)nc21 | 0.0 | 5.6
Cc1ccccc1N1C(=O)[C@@H]2Cc3ccccc3CN2C1=O | -0.3 | 16.5
